Screening data from PubChem.
EPAC1 antagonist: qHTS for Antagonist of cAMP-regulated guanine nucleotide exchange factor 3 (EPAC1): primary screen | Rap guanine nucleotide exchange factor 3 (Homo sapiens), O95398 | Potency, µM (doses to about 115 µM), for inactives: at the highest dose activity change, negative = inhibition, usual class: inhibitors | EPAC1 GEF assay, Rap1b-BODIPY-GDP exchange fluorescence | 360,000 compounds, 0.14% hits | AID 720709, 2013;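 note: potency is the fitted concentration of half-maximal effect; plate controls were vehicle for no effect and positive control for full effect; nearly all actives have a fitted effect of over 50% in size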
PLK1 PBD block: qHTS for Inhibitors of PLK1-PDB (polo-like kinase 1 - polo-box domain): Primary Screen. Serine/threonine-protein kinase PLK1 (Homo sapiens), P53350. Plk1 PBD binding of FITC phosphopeptide, fluorescence polarization. Potency, µM, for the others: max response, negative = inhibition, actives largely listed as inhibitors. 360,000 compounds, 2.8% hits; note: potency is the fitted concentration of half-maximal effect; series mostly up to about 57 µM; % is set by controls: 0 for no effect and ±100 for the full control effect; nearly all actives have a fitted effect of over 65% in size
Target sequence (P53350 whole entry, looked up, the tested form may be a part): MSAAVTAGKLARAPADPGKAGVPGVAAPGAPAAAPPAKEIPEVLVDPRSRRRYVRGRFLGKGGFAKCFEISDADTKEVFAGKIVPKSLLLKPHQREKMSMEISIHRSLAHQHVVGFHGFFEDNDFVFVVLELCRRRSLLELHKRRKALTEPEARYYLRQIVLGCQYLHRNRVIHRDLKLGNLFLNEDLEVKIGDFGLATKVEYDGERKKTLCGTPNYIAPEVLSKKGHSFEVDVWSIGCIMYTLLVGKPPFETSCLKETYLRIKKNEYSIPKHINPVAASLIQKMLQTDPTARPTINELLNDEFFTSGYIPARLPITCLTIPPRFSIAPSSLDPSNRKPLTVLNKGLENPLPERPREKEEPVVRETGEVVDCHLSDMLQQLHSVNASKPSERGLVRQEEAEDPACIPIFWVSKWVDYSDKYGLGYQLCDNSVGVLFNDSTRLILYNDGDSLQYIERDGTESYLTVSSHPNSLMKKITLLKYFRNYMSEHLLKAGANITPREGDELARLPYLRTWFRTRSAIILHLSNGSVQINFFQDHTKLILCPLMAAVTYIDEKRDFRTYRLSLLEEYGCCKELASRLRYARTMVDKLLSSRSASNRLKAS
MmCpn inh: Inhibitors of TCP-1 ring complex (TRiC) of Methanococcus maripaludis (MmCpn): qHTS | Chaperonin Mm-Cpn (Methanococcus maripaludis) | purified Mm-Cpn ATPase, ADP Transcreener TR-FRET | Potency, µM (series often up to 76.9 µM), without a hit: at the highest dose activity, negative = inhibition, actives largely listed as inhibitors | 330,000 compounds, 0.031% hits | AID 504842, 2011; note: potency is the fitted concentration of half-maximal effect; % is set by controls: 0 for no effect and ±100 for the full control effect; nearly all actives have a fitted effect of over 80% in size
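ATP (10 uM final) was added to archaeal chaperonin (25 nM final) after 10 min exposure to test compound at 37°C; after 30 min further incubation, ADP was detected by competitive TR-FRET.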
WRN helicase inh: qHTS for Inhibitors of WRN Helicase. 360,000 compounds, 0.46% hits. WRN helicase unwinding, fluorescent forked duplex, kinetic. Potency, µM (titrated, usually from 114 µM), for the others: top-dose activity change, negative = inhibition, hits mostly inhibitors; note: potency is the fitted concentration of half-maximal effect; % is set by controls: 0 for no effect and ±100 for the full control effect; nearly all actives have a fitted effect of over 55% in size
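Fluorescence dequenching readout, ex 525 nm/em 598 nm, kinetic mode: forked duplex DNA (100 nM final) with adjacent fluorophore and quencher unwound by WRN (20 nM final) with 2 mM ATP. Compound preincubation 15 min, room temperature.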
CCT modulator: High-Throughput Screening for Modulators of Cytosolic Chaperonin Activity | purified chaperonin ATPase assay, HTRF ADP detection, 30 min | activity change, % (concentration not given with the values), hits read low | 360,000 compounds, 0.3% hits; in the data active = activity change below about -30%; note: % is set by controls: 0 for no effect and ±100 for the full control effect
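First, chaperonin was dispensed at 40 nM or 20 nM final depending on batch activity. Next, compounds were pinned at 76 uM and ATP added at 10 uM. After 30 min at 37 °C, ADP detection reagents ran 30 min at ambient temperature.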
EPAC1 agonist: qHTS for Agonist of cAMP-regulated guanine nucleotide exchange factor 3 (EPAC1): primary screen; Rap guanine nucleotide exchange factor 3 (Homo sapiens), O95398; EPAC1 agonist qHTS, biochemical assay; response scale: 100% = response to 6.5 mM cAMP; Potency, µM (highest dose often 154 µM), for the others: top-dose activation, most hits filed as activators; 360,000 compounds, 0.073% hits; note: potency is the fitted concentration of half-maximal effect; nearly all actives have a fitted effect of over 60% in size
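Normalized to 6.5 mM cAMP, activity reflects EPAC1-catalysed release of BODIPY-GDP from Rap1B, followed kinetically over 30 min at 480 nm excitation, 540 nm emission. Reaction contained 100 nM EPAC1, 250 nM Rap1B-BODIPY-GDP, 50 uM GDP.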
PI5P4Ka inh: qHTS for Inhibitors of phosphatidylinositol 5-phosphate 4-kinase (PI5P4K); PI5P4Kalpha enzyme, ADP-Glo luminescence, 60 min; active compounds read low; max response, %; 330,000 compounds, 1.2% hits; active = max response of -50% or lower; inconclusive = between -30% and -50%; inactive = -30% or higher; note: value at the top dose of about 77 µM; % is set by controls: 0 for no effect and ±100 for the full control effect
Target sequence (P48426 whole entry, looked up): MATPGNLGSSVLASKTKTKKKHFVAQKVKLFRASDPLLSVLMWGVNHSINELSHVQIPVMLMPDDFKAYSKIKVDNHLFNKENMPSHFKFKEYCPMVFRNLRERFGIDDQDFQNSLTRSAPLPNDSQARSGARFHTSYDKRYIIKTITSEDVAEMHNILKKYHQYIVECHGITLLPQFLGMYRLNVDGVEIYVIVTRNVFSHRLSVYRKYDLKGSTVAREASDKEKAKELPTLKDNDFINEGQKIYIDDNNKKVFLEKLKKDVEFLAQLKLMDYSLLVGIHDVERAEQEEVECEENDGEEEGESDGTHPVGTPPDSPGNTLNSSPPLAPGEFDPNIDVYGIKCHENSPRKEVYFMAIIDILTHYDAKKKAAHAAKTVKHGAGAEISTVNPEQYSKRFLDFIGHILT
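Human PI5P4Kalpha with substrate in 0.038 M HEPES pH 7.4, 0.28 mM EGTA, 0.1% CHAPS, 5% DMSO; reaction started with 5 microM ATP (final), 60 min at room temperature. ADP formed read by ADP-Glo luminescence.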
EPAC2 antag: qHTS for Antagonist of cAMP-regulated guanine nucleotide exchange factor 2 (EPAC2): primary screen. Rap guanine nucleotide exchange factor 4 (Homo sapiens), Q8WZA2. EPAC2 GEF exchange of Rap1B-BODIPY-GDP, fluorescence. Potency, µM (doses to about 114 µM), inactives show at the highest dose activity, negative = inhibition, most hits filed as inhibitors. 360,000 compounds, 0.18% hits. AID 720708, 2013; note: potency is the fitted concentration of half-maximal effect; % is set by controls: 0 for no effect and ±100 for the full control effect; nearly all actives have a fitted effect of over 45% in size; many of its hits are not listed in these tables
An asterisk follows results filed as active; ? = inconclusive; . = no result given; [ ] = another dose, or the depositor's remark. Unless noted, calls come from the whole dose curve; as a rule, active = well fitted curve in the direction sought with a large enough effect; inconclusive = small, poorly fitted or top-dose-only effect, or another doubt; inactive = no such curve, though single readings can be large; an effect the other way counts as inactive or inconclusive. Only part of the results is shown; rates above refer to the full screens.

Values run as follows: EPAC1 antagonist	PI5P4Ka inh	EPAC1 agonist	PLK1 PBD block	EPAC2 antag	CCT modulator	WRN helicase inh	MmCpn inh
- O=C(Nc1ccc(N2CCCCC2)cc1)c1cc(S(=O)(=O)N2CCOCC2)ccc1F
    -2%	1	-1%	2%	-4%	-3.6	-1%	-19%
- COc1ccc(-c2cc(C(F)(F)F)nc(SCC(=O)Nc3cc(C)on3)n2)cc1OC
    -9%	8	0%	-20%	-11%[57.1 µM]	-0.8	0%	-2%
- CCN1CCN(C(=O)CN(c2cccc(Br)c2)S(=O)(=O)c2ccccc2)CC1
    -3%	3	3%	-5%	-2%	-3.5	-4%	-1%
- Cc1cccc(C(=O)N2CCC(c3nc4ccccc4s3)CC2)c1
    -20%	2	-12%	-6%	9%	-4.5	0%	2%
- C=CCn1cccc(C(=O)Nc2ccc(OC)cc2)c1=O
    -29%	0	-9%	-14%	-2%	-2.9	4%	-2%
- Cc1ccc(-n2c(SCC(=O)Nc3ccc4c5c(cccc35)CC4)nc(O)c(C)c2=O)cc1
    6%	-11	-5%	-9%	8%	1.0	-23%	0%
- COc1ccc(C=O)cc1OC(=O)C1(C)Cc2ccccc2C(=O)O1 (centres undefined)
    2%	5	3%	5%	2%	-0.7	4%	-3%
- O=C(c1cccc(C(F)(F)F)c1)C1CCCN(Cc2ccc(OCCO)cc2)C1 (centres undefined)
    0%	6	3%	-6%	-5%	1.1	-7%	2%
- O=C(NN=C1CCCC1)C1COc2ccccc2O1 (centres undefined)
    ?	-1	-2%	-1%	-2%	-1.8	-4%	-5%
- CC(=O)N(c1ccc(Br)cc1)C1C=CS(=O)(=O)C1 (centres undefined)
    -7%	-2	-10%	-10%	-1%	-3.4	8%	1%
- COc1ccccc1CCC(=O)N(C)C1CCCN(Cc2ccccc2F)C1 (centres undefined)
    15%	2	-3%	-7%	1%	1.6	2%	-1%
- C=C[C@@](C)(O)CC[C@@H]1[C@@]2(C)CCCC(C)(C)[C@@H]2CC[C@@]1(C)O
    -7%	8	-34%[inhibitor]	-4%	5%	-3.9	3%	.
- COC(=O)c1cnc(Nc2nc(C(N)c3ccccc3Cl)cs2)nc1C(F)(F)F (centres undefined)
    6%	1	-15%	2%	6%	0.6	-2%	.
- N/C(=N\c1nc2ccccc2o1)NC(=O)C(Cc1ccccc1)N1C(=O)c2ccccc2C1=O (centres undefined)
    7%	-1	1%	0%	-4%	1.1	-3%	-2%
- COc1cc(OC)cc(C(=O)Nc2cccc(NC(=O)c3cc(OC)cc(OC)c3)n2)c1
    0%	5	8%	-3%	-1%	1.0	2%	.
- COc1ccc(C(=O)NCC(=O)NCC(=O)OCC(=O)c2cccs2)cc1
    ?	1	-3%	-7%	1%	0.4	-8%	-2%
- CCOc1ccc(/C(O)=C2/C(=O)C(=O)N(c3ncccn3)C2c2ccc(Cl)cc2)cc1 (centres undefined)
    -3%	-6	7%	-21%	-8%	-1.8	-2%	-12%
- CC1(C)CC(=O)C2=C(C1)OC(N)=C(C#N)C2c1cn(-c2ccccc2)nc1-c1ccccc1 (centres undefined)
    -15%	6	2%	-24%	-1%	1.6	-4%	1%
- O=C(NCCc1ccccc1)c1c[nH]c2ccccc2c1=O
    10%	-5	-6%	-4%	-10%	0.9	2%	.
- CCOc1ccc(C(=O)CC(Sc2ccc(C)cc2)C(=O)O)cc1 (centres undefined)
    13%	-6	-3%	?	30%	1.8	-19%	3%

Additional compounds
Values run as follows: EPAC1 antagonist	PI5P4Ka inh	EPAC1 agonist	PLK1 PBD block	EPAC2 antag	CCT modulator	WRN helicase inh	MmCpn inh
- Cc1ccc(C(=O)Nc2ccc3c(c2)OCO3)cc1S(=O)(=O)N1CCOCC1
    -6%	-5	9%	-3%	11%	-2.0	-33%	-11%
- O=C(CCS(=O)(=O)c1ccc(Br)cc1)N1CCN(Cc2ccccc2)CC1
    8%	3	5%	-27%	11%	1.8	-24%	0%
- CN(Cc1ccccc1)S(=O)(=O)c1ccc2[nH]c(=O)ccc2c1
    -2%	-27	-15%	-5%	1%	1.8	-5%	1%
- CCCC(C)(C)C(=O)N1CCC1(C)C(=O)Nc1cccc(OC)c1 (centres undefined)
    -13%	9	-2%	-14%	-7%	-2.0	-3%[57.1 µM]	.
- Cc1cc(C)c2[nH]c(=O)c(C(c3nnnn3C(C)(C)C)N(Cc3ccco3)CC3CCCO3)cc2c1 (centres undefined)
    -3%	.	5%	-4%	3%	-1.5	11%	-2%
- O=C(Nc1ccc(Cl)cc1[N+](=O)[O-])c1ccc2c(c1)OCCO2
    -7%	-12	-1%	-9%	0%	-2.9	-3%	-3%
- O=C(Cn1cnc2ccccc2c1=O)N1CCN(Cc2ccccc2)CC1
    -18%	0	8%	-22%	0%	-3.4	4%	1%
- N#CC1=C2SC=C(c3ccc(Br)cc3)N2CCCC1=O
    15%	9	16%	-5%	-13%	0.8	-1%	-1%
- O=C(CN1CCCC1)Nc1nc(-c2ccc3c(c2)CCN3C(=O)c2ccccc2F)cs1
    -16%	1	6%	-1%	6%	0.4	-3%	0%
- C/C(CC(=O)NCc1ccco1)=N\NC(=O)c1ccc([N+](=O)[O-])cc1Cl
    3%	1	-1%	1%	4%	-0.6	1%	-10%
- CC(C)C12CN3CC(C(C)C)(CN(C1)C3c1ccc3c(c1)OCO3)C2=O (centres undefined)
    -2%	.	5%	3%	1%	2.4	-4%	1%
- Cc1ccsc1C(=O)N1CCCC(N2CCN(c3cccc(Cl)c3)CC2)C1 (centres undefined)
    7%	6	-9%	-1%	1%	0.0	7%	-2%
- N#C/C(=C\c1c[nH]c2ccccc12)C(N)=O
    -16%	?	4%	-2%	5%	-0.5	-1%	1%
- COc1cccc(Oc2cc(NN3CCCCC3)c([N+](=O)[O-])cc2[N+](=O)[O-])c1OC
    -17%	-3	-10%	-8%	15%	0.5	-3%	-1%
- COc1ccc(C(=O)COC(=O)CN2CC(=O)Oc3ccccc32)cc1Br
    16%	-23	-5%	?	-1%	-0.1	7%	-2%
- CCCN1CCN(C(=O)C2CCN(S(=O)(=O)c3c(C)noc3/C=C/c3ccc(C)cc3)CC2)CC1
    -7%	-6	-4%	0%	-3%	-0.2	-7%	2%
- CC1CN=C2C(C(=O)Nc3ccccc3)=C(O)CC(c3ccccc3)N21 (centres undefined)
    -17%	2	0%	-3%	1%	0.3	-2%	-1%
- CN(C(=O)c1ccco1)c1nc(-c2ccc(Cl)cc2)cs1
    ?	0	-2%	0%	-7%	-0.6	4%	1%
- CCCCS(=O)c1c(O)c2ccccc2[nH]c1=O (centres undefined)
    -23%	1	13%	-15%	-5%	-1.6	-16%	2%
- CN(C(=O)c1ccc(Cl)c([N+](=O)[O-])c1)C1(C)CCS(=O)(=O)C1 (centres undefined)
    -1%	3	6%	5%	18%	1.7	11%	-2%

The listing continues:
Values run as follows: EPAC1 antagonist	PI5P4Ka inh	EPAC1 agonist	PLK1 PBD block	EPAC2 antag	CCT modulator	WRN helicase inh	MmCpn inh
- Cc1cc(C)c(NC(=O)C2CC3CCC2C3)c(C)c1 (centres undefined)
    -3%	0	2%	-12%	-2%	-1.6	-10%	-2%
- CCCCc1ccc(S(=O)(=O)NC(=O)C2(C)CCN2C(=O)c2c(C)noc2C)cc1 (centres undefined)
    10%	3	-4%	-12%	4%	1.1	12%	.
- CCOC(=O)N1CCN(CC(O)COc2cc(C)cc(C)c2)CC1 (centres undefined)
    15%	1	-4%	-3%	-14%	0.8	-1%	?
- Cc1ccc(-c2nnc3n2N=C(c2ccccc2Br)CS3)cc1
    -19%	-2	1%	-22%	4%	-3.7	-4%	0%
- CC(C)CCN1CCN(Cc2cccc3cccnc23)CC1CCO (centres undefined)
    10%	3	7%	0%	2%	0.2	-3%	0%
- CCOc1ccc(CCN2C(=S)N([C@@H](Cc3ccc(O)cc3)CN3CCC[C@@H]3CN3C(=S)NC[C@@H]3CC(C)C)C[C@@H]2Cc2ccc(O)cc2)cc1
    -5%	-15	9%	-6%	7%	2.1	-11%	.
- OCCN1CCN(c2ncnc3c2ncn3[C@H]2CN(Cc3ccc(Cl)cc3)C[C@@H](CO)O2)CC1
    7%	1	11%	2%	0%	-0.6	-3%	.
- CCCCOC(=O)CCc1nc2ccccc2[nH]c1=O
    7%	1	1%	-5%	1%	-2.3	-1%	-1%
- Cc1cc(C(=O)NCCCN2CCCC2=O)no1
    -2%	.	0%	2%	5%	-0.4	?	0%
- CCN(CCCNC(=O)CCn1c(=O)[nH]c2ccccc2c1=O)c1cccc(C)c1
    -11%	-1	-1%	-24%	-1%	-1.8	0%	1%
- Cc1ccc(/C=N/N=C2/NC(=O)CS2)o1
    -3%	0	11%	-3%	3%	-3.3	-2%	-2%
- COC(=O)CC(NC(=O)c1cccs1)c1ccc(OC)c(OC)c1 (centres undefined)
    -3%	7	-4%	0%	14%	1.0	16%	-2%
- CC(NC(=S)NC1CCC(C(C)(C)C)CC1)c1ccccc1 (centres undefined)
    7%	15	-12%	2%	2%	-2.0	-2%	-1%
- COc1ccc(-n2nnnc2SCC(=O)NC2CCS(=O)(=O)C2)cc1 (centres undefined)
    -1%	0	7%	3%	4%	-0.1	0%	-2%
- CCOc1ccc(C(=O)NCCC(=O)N2CCC3(CC2)NCCc2[nH]cnc23)cc1OCC
    1%	0	-2%	-18%	-8%	0.2	5%	-3%

Entries of single compounds from above. Screens in order: EPAC1 antagonist	PI5P4Ka inh	EPAC1 agonist	PLK1 PBD block	EPAC2 antag	CCT modulator	WRN helicase inh	MmCpn inh
OCCN1CCN(c2ncnc3c2ncn3[C@H]2CN(Cc3ccc(Cl)cc3)C[C@@H](CO)O2)CC1 is entered as 7%	1	11%	2%	0%	-0.6	-3%	.
Cc1ccc(-c2nnc3n2N=C(c2ccccc2Br)CS3)cc1 is entered as -19%	-2	1%	-22%	4%	-3.7	-4%	0%
CCOC(=O)N1CCN(CC(O)COc2cc(C)cc(C)c2)CC1 (centres undefined) is entered as 15%	1	-4%	-3%	-14%	0.8	-1%	?
